NOD2 inhibition: NOD2 signaling inhibitors, cell-based, luminescence, uHTS, HEK293 (AID 1566). inhibition, % at 4 µM, or EC50 in µM where a hit was titrated. hit rate 0.63% among 290,000. HEK293 NOD2/NF-kB luciferase reporter, luminescence; higher % means a stronger effect; in the data active means inhibition above about 50%; further: many of its hits are not listed in these tables
Lipid droplet: modulators of hepatic lipid droplet formation; AML12 mouse hepatocytes, oleate lipid droplets, BODIPY imaging; inhibition, % at 6.5 µM; hit rate 0.4% among 240,000; AID 1656;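 active means lipid droplet intensity inhibited by at least 50%, with more than 500 cells counted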
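Technique: fluorescence imaging, 20x objective, two fields per well / Assay system: AML12 hepatocytes (mouse) / Measure: % inhibition of lipid droplet signal / Doses: 6.5 µM single-point dosing / Incubation: overnight exposure / Reagent: 100 µM oleic acid challenge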
Lipid droplet cells 6.5 µM: recorded beside Lipid droplet, whose call it bears; cell count; measured here: cell count, cytotoxicity flag;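 cells counted across two imaged fields per well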
An asterisk follows results filed as active.

For COc1ccccc1N1CC(C(=O)Nc2nnc(SCC(=O)N3CCOCC3)s2)CC1=O (configuration not stated) the results were NOD2 inhibition 7%, Lipid droplet 3 and Lipid droplet cells 6.5 µM 667.
`CCN(CC)c1cc(C)c2cc(NC(=O)c3ccccc3F)ccc2n1` gave NOD2 inhibition -6%, Lipid droplet -22 and Lipid droplet cells 6.5 µM 763.
`Cc1c(CC(=O)N2CCN(C(=O)C3COc4ccccc4O3)CC2)c(=O)oc2cc(O)ccc12` (configuration not stated) gave NOD2 inhibition -53%, Lipid droplet 1 and Lipid droplet cells 6.5 µM 785.
CCOc1ccccc1NC(=S)N1CCN(c2ccc(O)cc2)CC1 was read as NOD2 inhibition 9%, Lipid droplet -4 and Lipid droplet cells 6.5 µM 780.
`C/C(CC(=O)Nc1ccc2c(c1)OCCO2)=N\NC(=O)COc1ccccc1` gave NOD2 inhibition -4%, Lipid droplet -6 and Lipid droplet cells 6.5 µM 847.
Screening CCOc1ccc(N(CC)C(=O)Cc2c(C(=O)O)n(C)c3ccccc23)cc1 returned NOD2 inhibition -10%, Lipid droplet -2 and Lipid droplet cells 6.5 µM 860.
Screening CN(C)c1ccc(NC(=O)C[n+]2ccccc2)cc1 returned NOD2 inhibition 11%, Lipid droplet 1 and Lipid droplet cells 6.5 µM 884.
Screening Cc1csc(C(C)N(C)C(=O)c2ccc(OC3CCN(Cc4ccccn4)CC3)cc2)n1 (configuration not stated) returned NOD2 inhibition 16%, Lipid droplet 10 and Lipid droplet cells 6.5 µM 636.
Screening COc1ccc(S(=O)(=O)N2CCC(NC(=O)c3ccccc3)CC2)cc1 returned NOD2 inhibition 5%, Lipid droplet 20 and Lipid droplet cells 6.5 µM 771.
Screening COc1cccc(C2c3[nH]c4ccccc4c3C[C@H]3C(=O)N(c4ccccc4C(=O)N4CCC[C@H]4C(=O)O)C(=O)N23)c1 (some centres not stated) returned NOD2 inhibition 3%, Lipid droplet -7 and Lipid droplet cells 6.5 µM 806.
For CCS(=O)(=O)N1CCN=C1SCc1ccc(F)cc1 the results were NOD2 inhibition 11%, Lipid droplet -3 and Lipid droplet cells 6.5 µM 711.
For COCCc1nc2ccc(C(=O)N(C)Cc3cccc(-n4nc(C)cc4C)c3)cc2o1 the results were NOD2 inhibition 3%, Lipid droplet -24 and Lipid droplet cells 6.5 µM 628.
`CCc1ccc(-c2cc3c(=O)n(CC(=O)NCCN4CCCCC4C)nc(C)n3n2)cc1` (configuration not stated) gave NOD2 inhibition 3%, Lipid droplet -10 and Lipid droplet cells 6.5 µM 709.
Screening CC(C)(C)c1ccc(-c2nc(C#N)c(N3CCC(C(N)=O)CC3)o2)cc1 returned NOD2 inhibition 25%, Lipid droplet -4 and Lipid droplet cells 6.5 µM 862.
For Cc1onc(C(=O)Nc2ccc(OC(F)(F)F)cc2)c1[N+](=O)[O-] the results were NOD2 inhibition 15%, Lipid droplet -13 and Lipid droplet cells 6.5 µM 648.

A portion from the list above, for reference:
For COc1ccccc1N1CC(C(=O)Nc2nnc(SCC(=O)N3CCOCC3)s2)CC1=O (configuration not stated) the results were NOD2 inhibition 7%, Lipid droplet 3 and Lipid droplet cells 6.5 µM 667.
`CCN(CC)c1cc(C)c2cc(NC(=O)c3ccccc3F)ccc2n1` gave NOD2 inhibition -6%, Lipid droplet -22 and Lipid droplet cells 6.5 µM 763.
`Cc1c(CC(=O)N2CCN(C(=O)C3COc4ccccc4O3)CC2)c(=O)oc2cc(O)ccc12` (configuration not stated) gave NOD2 inhibition -53%, Lipid droplet 1 and Lipid droplet cells 6.5 µM 785.
CCOc1ccccc1NC(=S)N1CCN(c2ccc(O)cc2)CC1 was read as NOD2 inhibition 9%, Lipid droplet -4 and Lipid droplet cells 6.5 µM 780.

The listing picks up with the 2 entries that preceded the break.
Screening CC(C)(C)c1ccc(-c2nc(C#N)c(N3CCC(C(N)=O)CC3)o2)cc1 returned NOD2 inhibition 25%, Lipid droplet -4 and Lipid droplet cells 6.5 µM 862.
For Cc1onc(C(=O)Nc2ccc(OC(F)(F)F)cc2)c1[N+](=O)[O-] the results were NOD2 inhibition 15%, Lipid droplet -13 and Lipid droplet cells 6.5 µM 648.
For CCOC(=O)CC1C(=O)NCCN1C(=O)COc1ccc(C(C)(C)C)cc1 (configuration not stated) the results were NOD2 inhibition 4%, Lipid droplet 10 and Lipid droplet cells 6.5 µM 828.
`Cc1cc(=O)oc2c(C)c(OCC(=O)c3ccccc3)ccc12` gave NOD2 inhibition 7%, Lipid droplet 0 and Lipid droplet cells 6.5 µM 778.
CCn1cc(CN2CCC(C(=O)Nc3cccc(-c4cccc(OC)c4)c3)CC2)c(C)n1 was read as NOD2 inhibition 10%, Lipid droplet 8 and Lipid droplet cells 6.5 µM 781.
For CCCCNC(=O)[C@@H]1CSC2c3ccc(OC)c(OC)c3C(=O)N21 (some centres not stated) the results were NOD2 inhibition 6%, Lipid droplet 2 and Lipid droplet cells 6.5 µM 877.
`COc1cc(-c2nc3ccccc3nc2-c2ccc(O)c(OC)c2)ccc1O` gave NOD2 inhibition 11%, Lipid droplet -1 and Lipid droplet cells 6.5 µM 787.
`CCCn1c(=O)n(CC(=O)NCC2CCCO2)c(=O)c2c3c(sc21)COC(C)(C)C3` (configuration not stated) gave NOD2 inhibition 5%, Lipid droplet -2 and Lipid droplet cells 6.5 µM 680.
Screening NS(=O)(=O)c1ccc(CCNC/C=C/c2ccccc2)cc1 returned NOD2 inhibition 1%, Lipid droplet -3 and Lipid droplet cells 6.5 µM 660.
Screening O=C(Nc1nc2ccccc2n1CCN1CCOCC1)c1ccc(Cn2cc([N+](=O)[O-])cn2)o1 returned NOD2 inhibition -6%, Lipid droplet -2 and Lipid droplet cells 6.5 µM 878.
`COc1cccc(NC(=O)c2cc(-c3ccc(C)o3)nc3ccccc23)c1` gave NOD2 inhibition -1%, Lipid droplet -3 and Lipid droplet cells 6.5 µM 880.
For CCOc1cccc(C(=O)N/N=C/c2ccoc2)c1 the results were NOD2 inhibition -5%, Lipid droplet 0 and Lipid droplet cells 6.5 µM 645.
COc1ccc(-c2cc(=O)oc3cc(OCC(=O)NCC(O)c4ccccc4)ccc23)cc1 (configuration not stated) was read as NOD2 inhibition 15%, Lipid droplet 1 and Lipid droplet cells 6.5 µM 804.
Screening COc1ccc(N2CCN(CCCNC(=O)Cn3c(=O)c4cccn4c4cccnc43)CC2)cc1 returned NOD2 inhibition 16%, Lipid droplet 0 and Lipid droplet cells 6.5 µM 729.
For CC(=O)N1CCN(c2ccc(NC(=O)c3ccccc3)cc2)CC1 the results were NOD2 inhibition -8%, Lipid droplet -7 and Lipid droplet cells 6.5 µM 836.
`Cc1ccc(C)c(NC(=O)CCN2CCC(C)CC2)c1` gave NOD2 inhibition 4%, Lipid droplet 4 and Lipid droplet cells 6.5 µM 802.
For C[C@@H](NC(=O)C1(c2ccccc2)CCN(C(=O)OC(C)(C)C)CC1)C(=O)N[C@@H](Cc1ccccc1)C(=O)O the results were NOD2 inhibition 15%, Lipid droplet 0 and Lipid droplet cells 6.5 µM 780.
Screening O=C(NCc1ccc(F)cc1)C1CC(=O)N(Cc2ccco2)C1 (configuration not stated) returned NOD2 inhibition 15%, Lipid droplet 2 and Lipid droplet cells 6.5 µM 786.
`CC(=O)Nc1ccc(NC(=O)c2cccc(Oc3ccccc3)c2)cc1` gave NOD2 inhibition 12%, Lipid droplet 2 and Lipid droplet cells 6.5 µM 736.
Screening Cc1ccc2ccc(S(=O)(=O)NCc3ccco3)cc2c1 returned NOD2 inhibition -3%, Lipid droplet 3 and Lipid droplet cells 6.5 µM 788.
COc1cccc(C2/C(=C(/O)c3ccc4c(c3)OCO4)C(=O)C(=O)N2CCN2CCOCC2)c1 (configuration not stated) was read as NOD2 inhibition 14%, Lipid droplet -8 and Lipid droplet cells 6.5 µM 828.
For COc1cccc(OCc2cc(C(=O)N3CCN(C4CCCC4)CC3)no2)c1 the results were NOD2 inhibition -10%, Lipid droplet 12 and Lipid droplet cells 6.5 µM 622.
Screening OCC[C@@H]1C[C@@H](O)[C@H](O)[C@]2(CCc3ccccc3CO2)O1 returned NOD2 inhibition 8%, Lipid droplet 14 and Lipid droplet cells 6.5 µM 789.
For Cc1ccc(/C(N)=N/OC(=O)c2ccc3ccccc3c2)cc1 the results were NOD2 inhibition -5%, Lipid droplet -2 and Lipid droplet cells 6.5 µM 865.
O=C(CCn1c(=O)oc2ccccc21)Nc1cccc([N+](=O)[O-])c1 was read as NOD2 inhibition 4%, Lipid droplet -10 and Lipid droplet cells 6.5 µM 614.
COc1cccc(C(=O)N2CCN(C(=O)C3COc4ccccc4O3)CC2)c1 (configuration not stated) was read as NOD2 inhibition 13%, Lipid droplet -13 and Lipid droplet cells 6.5 µM 603.
CCn1c(Oc2cccc(Br)c2)nc2c1c(=O)n(C)c(=O)n2C was read as NOD2 inhibition 5%, Lipid droplet -27 and Lipid droplet cells 6.5 µM 832.
COc1cccc(NC(=O)Nc2nnc(Cc3ccccc3)s2)c1 was read as NOD2 inhibition -14%, Lipid droplet 3 and Lipid droplet cells 6.5 µM 808.
Screening O=C(CCCCCN1C(=O)c2ccccc2C1=O)Nc1ccc(C(=O)O)cc1 returned NOD2 inhibition 6%, Lipid droplet -7 and Lipid droplet cells 6.5 µM 866.
Screening O=S(=O)(NCCc1ccncc1)c1ccc(F)cc1 returned NOD2 inhibition 13%, Lipid droplet -1 and Lipid droplet cells 6.5 µM 828.
For O=C(c1cc(F)c(F)cc1Cl)N1CCCc2ccccc21 the results were NOD2 inhibition -5%, Lipid droplet -8 and Lipid droplet cells 6.5 µM 832.
Screening CCC1CCCCN1S(=O)(=O)c1ccc(C(=O)Nc2nnc(C3CC3)o2)cc1 (configuration not stated) returned NOD2 inhibition 31%, Lipid droplet -4 and Lipid droplet cells 6.5 µM 852.
`COc1cc(CNC(=O)C2CCC(=O)N(C3CCCCCC3)C2)cc(OC)c1` (configuration not stated) gave NOD2 inhibition 11%, Lipid droplet 1 and Lipid droplet cells 6.5 µM 850.
`COc1cn(-c2ccccc2)nc1C(=O)NCc1ccc(C)cc1` gave NOD2 inhibition -2%, Lipid droplet 7 and Lipid droplet cells 6.5 µM 859.
For O=[N+]([O-])c1cc([N+](=O)[O-])c(Oc2ccc(Cl)c3cccnc23)cc1NN1CCCCC1 the results were NOD2 inhibition 26%, Lipid droplet 1 and Lipid droplet cells 6.5 µM 791.
For Cc1ccccc1NC(=O)CN(C)S(=O)(=O)c1ccc(-c2ccc(=O)[nH]n2)s1 the results were NOD2 inhibition 7%, Lipid droplet -11 and Lipid droplet cells 6.5 µM 703.
`CC1CCN(S(=O)(=O)c2ccc(NC(=O)c3ccccc3F)cc2)CC1` gave NOD2 inhibition 16%, Lipid droplet -6 and Lipid droplet cells 6.5 µM 817.
Screening Cc1ccc(-c2csc3nc[nH]c(=O)c23)c(C)c1 returned NOD2 inhibition 13%, Lipid droplet -8 and Lipid droplet cells 6.5 µM 780.
For Cn1c(=O)n(C)c2cc(NC(=O)COc3ccc(F)cc3)ccc21 the results were NOD2 inhibition 1%, Lipid droplet -3 and Lipid droplet cells 6.5 µM 792.
Screening O=C(NC(=S)Nc1cccnc1Cl)c1ccc(F)cc1 returned NOD2 inhibition -15%, Lipid droplet 9 and Lipid droplet cells 6.5 µM 798.
c1ccc(CCCOCCC2CO2)cc1 (configuration not stated) was read as NOD2 inhibition 6%, Lipid droplet 3 and Lipid droplet cells 6.5 µM 791.
Screening COc1ccc(C)cc1N(CC(=O)NCCSCc1ccco1)S(=O)(=O)c1ccc(C)cc1 returned NOD2 inhibition -19%, Lipid droplet -20 and Lipid droplet cells 6.5 µM 769.
For O=c1[nH]c2ccccc2cc1CN(Cc1ccco1)S(=O)(=O)c1ccc(F)cc1 the results were NOD2 inhibition 32%, Lipid droplet -5 and Lipid droplet cells 6.5 µM 714.
Screening O=C(O)Cc1sc(Nc2cccc3ccccc23)nc1-c1ccc(F)cc1 returned NOD2 inhibition -75%, Lipid droplet 2 and Lipid droplet cells 6.5 µM 857.
`Cc1ccccc1N(C(=O)CNC(=O)c1ccco1)C(C(=O)NC1CCCC1)c1ccncc1` (configuration not stated) gave NOD2 inhibition 0%, Lipid droplet -2 and Lipid droplet cells 6.5 µM 856.
`COc1ccccc1NC(=O)c1ccc[n+]([O-])c1` gave NOD2 inhibition 5%, Lipid droplet -6 and Lipid droplet cells 6.5 µM 795.
Cc1nnc(C)c2c(C)n(-c3ccc(Cl)c(N)c3)c(C)c12 was read as NOD2 inhibition 7%, Lipid droplet 3 and Lipid droplet cells 6.5 µM 836.
CCOC(=O)c1cnc2cc(F)c(F)cc2c1N1CCN(C)CC1 was read as NOD2 inhibition 8%, Lipid droplet 16 and Lipid droplet cells 6.5 µM 842.
`O=C(CC1C(=O)NCCN1C(=O)c1ccc(Cl)cc1)Nc1ccc(F)cc1` (configuration not stated) gave NOD2 inhibition 2%, Lipid droplet 4 and Lipid droplet cells 6.5 µM 868.
`O=C(Nc1ccccc1)C1CC(=O)N(Cc2ccccc2)C1` (configuration not stated) gave NOD2 inhibition 6%, Lipid droplet -7 and Lipid droplet cells 6.5 µM 885.
`Cc1ccccc1S(=O)(=O)Nc1ncnc2ccccc12` gave NOD2 inhibition 3%, Lipid droplet -14 and Lipid droplet cells 6.5 µM 753.
For COc1cccc(NC(=O)C2CCN(c3cnccn3)CC2)c1 the results were NOD2 inhibition -2%, Lipid droplet -12 and Lipid droplet cells 6.5 µM 784.
`C=CCN1C(=O)C(CC(=O)NCC)SC1=Nc1ccccc1OC` (configuration not stated) gave NOD2 inhibition -2%, Lipid droplet -5 and Lipid droplet cells 6.5 µM 820.
`COc1cccc(N(CC(=O)NC2CCCCC2)C(=O)c2snc(C(N)=O)c2N)c1` gave NOD2 inhibition -14%, Lipid droplet 6 and Lipid droplet cells 6.5 µM 718.
Screening CCN(Cc1cc2ccccc2[nH]c1=O)S(=O)(=O)c1ccc(OC)cc1 returned NOD2 inhibition 25%, Lipid droplet 15 and Lipid droplet cells 6.5 µM 738.

High-throughput results (PubChem BioAssay)

This is a subset; rates above refer to the full screens.
